TRPC4 PAM = TRPC4 (mouse) allosteric potentiation; Q9QUQ5; HEK293 TRPC4beta/mu-opioid, DAMGO EC20, Fluo-4 Ca2+ flux; stronger effect = higher value; B-score at 10 µM; actives 0.42% (n = 310,000); AID 2227;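 active = B-score of calcium response area above 5 SD of library B-scores, with initial fluorescence ratio within 5 SD of library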;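 note: B-score of integrated fluorescence ratio over time as area under calcium response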
MrgX1 agonist = activates human MrgX1 receptor signaling. Q96LB2. MrgX1-HEK293 cells, Fluo-4 calcium fluorescence, agonist mode; stronger effect = higher value. B-score at 10 µM. actives 0.44% (n = 310,000). AID 588627;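 active = calcium response B-score plate-corrected fluorescence ratio at least 3 library SD, with starting fluorescence B-score inside 5 SD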
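Material: MrgX1-expressing HEK293 cells; input: 15,000 cells per well; doses: test compound given as first of three sequential additions; schedule: overnight plating before 1 h dye loading; technique: Fluo-4 NW calcium-flux fluorescence, kinetic read; evaluation: baseline-normalised fluorescence change ratio, B-scored; control set: plate-wise positive and negative controls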
MrgX1 antagonist = antagonists of human MrgX1 receptor. MRGX1-HEK293 calcium flux, Fluo-4, BAM8-22 antagonism; stronger effect = lower value. actives 1.3% (n = 310,000). B-score at 10 µM. AID 588676. Q96LB2;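 active = calcium-response B-score plate-corrected more than 3 library SD below zero, starting fluorescence within 5 deviations, no agonist response on first addition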;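 note: peak minus trough fluorescence over baseline after final BAM8-22 challenge near maximal dose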
TRPC6 inh = blocks the mouse TRPC6 cation channel. HEK293-TRPC6, membrane potential dye, ACh-evoked depolarization; stronger effect = lower value. B-score at 10 µM. actives 1.1% (n = 310,000);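 active = B-score under library mean minus 3 SD, initial fluorescence not abnormally high, positive integrated signal ratio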;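 note: B-score derived from integrated fluorescence ratio over the kinetic read; more negative B-score means stronger inhibition of depolarization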
TMEM16A inh = inhibitors of mouse TMEM16A calcium-activated chloride channel; HEK293 TMEM16A/YFP iodide influx fluorescence, ionomycin; normalized B-score (activity score, 25-100; higher = stronger inhibition) at 10 µM; actives 1.2% (n = 310,000); AID 588511;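 active = ratio plate-corrected score three or more library SD toward inhibition, starting fluorescence score within five deviations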;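 note: score derived from kinetic fluorescence span divided by baseline fluorescence per well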
Target sequence (Q8BHY3 whole entry, looked up): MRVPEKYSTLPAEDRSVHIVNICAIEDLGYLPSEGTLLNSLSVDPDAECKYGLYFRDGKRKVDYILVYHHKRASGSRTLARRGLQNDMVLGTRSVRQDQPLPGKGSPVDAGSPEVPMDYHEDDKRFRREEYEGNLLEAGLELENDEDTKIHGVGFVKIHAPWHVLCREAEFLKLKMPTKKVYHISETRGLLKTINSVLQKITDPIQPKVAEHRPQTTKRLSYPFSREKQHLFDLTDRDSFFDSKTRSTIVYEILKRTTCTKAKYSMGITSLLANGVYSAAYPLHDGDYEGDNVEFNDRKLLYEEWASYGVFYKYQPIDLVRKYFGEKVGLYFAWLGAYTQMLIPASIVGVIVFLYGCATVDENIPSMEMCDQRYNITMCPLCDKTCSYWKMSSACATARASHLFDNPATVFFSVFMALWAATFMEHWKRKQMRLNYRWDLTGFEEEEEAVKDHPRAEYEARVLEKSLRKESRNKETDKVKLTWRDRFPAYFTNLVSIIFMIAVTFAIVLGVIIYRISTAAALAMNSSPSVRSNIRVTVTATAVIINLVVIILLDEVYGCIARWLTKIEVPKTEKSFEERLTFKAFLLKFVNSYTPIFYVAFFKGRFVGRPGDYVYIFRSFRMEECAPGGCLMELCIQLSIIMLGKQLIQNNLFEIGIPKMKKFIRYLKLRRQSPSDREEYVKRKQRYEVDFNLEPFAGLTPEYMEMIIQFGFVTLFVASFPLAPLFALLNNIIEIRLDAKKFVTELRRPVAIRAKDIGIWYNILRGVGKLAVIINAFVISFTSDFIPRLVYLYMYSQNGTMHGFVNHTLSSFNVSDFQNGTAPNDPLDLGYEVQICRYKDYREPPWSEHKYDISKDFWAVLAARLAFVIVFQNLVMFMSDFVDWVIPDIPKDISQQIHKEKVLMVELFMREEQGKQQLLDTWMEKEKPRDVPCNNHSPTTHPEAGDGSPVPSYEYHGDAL
TRPC4 agonist = TRPC4 (mouse) channel activation. HEK293 TRPC4beta/mu-opioid, Fluo4 calcium fluorescence; stronger effect = higher value. B-score at 10 µM. actives 0.49% (n = 310,000). AID 2237;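 active = B-score above 5 SD of library B-scores, and initial fluorescence ratio not above library mean plus 5 SD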;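 note: positive B-score marks a calcium rise read as TRPC4 activation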
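Assay system: HEK293 stable line with TRPC4beta plus mu-opioid receptor; schedule: 45 min room-temperature Fluo4 loading, 110 s read; technique: kinetic Fluo4 calcium fluorescence; evaluation: integrated baseline-normalised fluorescence ratio, converted to per-well B score; controls: buffer (low) and maximal DAMGO (high)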
TMEM16A act = mouse TMEM16A channel activation, primary screen | HEK293 TMEM16A/YFP-H148Q/I152L, iodide quench fluorescence; stronger effect = lower value | B-score at 10 µM | actives 0.3% (n = 340,000) | AID 623877;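 active = fluorescence-ratio B-score plate-corrected deviation score at least 3 library SD below zero, with starting fluorescence score within 5 deviations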;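 note: channel opened by trigger with iodide after compound preincubation; score built on the fluorescence ratio of max minus min over baseline; more negative score means more quench and so TMEM16A activation or potentiation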
RGS4 block = human RGS4 inhibition | P49798 | HEK293 M3R/RGS4 inducible, Fluo-4 calcium flux; stronger effect = higher value; triggered by carbachol at its EC20 | B-score at 10 µM | actives 0.45% (n = 310,000) | AID 463165;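 active = B-score, a plate-corrected calcium signal, over three deviations above library mean, with baseline fluorescence within five deviations of library mean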;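 note: RGS4 expression induced by doxycycline in cells with stable M3 receptor; B-score is computed from the integrated fluorescence ratio over baseline after carbachol; higher B-score means a larger calcium signal and so more RGS4 inhibition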
TRPC6 act = activators of mouse TRPC6 channel; HEK293-TRPC6 membrane potential dye fluorescence; stronger effect = higher value; AID 2550; actives 0.13% (n = 310,000); B-score at 10 µM; Q61143;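 active = B-score of the integrated fluorescence ratio above library mean plus 3 SD, and starting fluorescence ratio within library mean plus 5 SD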;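 note: higher score means more depolarization so channel activation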
TRPC4 block = inhibitors of mouse TRPC4 channel. Q9QUQ5. HEK293 TRPC4beta/mu-opioid, DAMGO-evoked Fluo4 calcium flux; stronger effect = lower value. B-score at 10 µM. actives 0.39% (n = 300,000). AID 2247;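 active = B-score over 3 SD under the library average, no early fluorescence shift, positive overall ratio signal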
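test system = HEK293 cells with stable TRPC4beta plus mu-opioid receptor expression | detection = Fluo4 Ca2+ flux fluorescence | read-out = integrated fluorescence ratio relative to baseline, converted to per-well B score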
MrgX1 PAM = human MrgX1 positive allosteric modulation, primary screen; actives 0.63% (n = 310,000); Q96LB2; B-score at 10 µM; MrgX1-HEK293, Fluo-4 calcium flux, FDSS; stronger effect = higher value;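 active = plate-corrected calcium response at least 3 library SD above typical, normal starting fluorescence, not activating the receptor alone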;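 note: compound read alongside a low EC10 to EC30 dose of BAM8-22 agonist; peak minus trough fluorescence over baseline measured at the second addition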
An asterisk follows results filed as active; i = inactive; nt = no result given.

Each structure is followed by: TRPC4 PAM | MrgX1 agonist | MrgX1 antagonist | TRPC6 inh | TMEM16A inh | TRPC4 agonist | TMEM16A act | RGS4 block | TRPC6 act | TRPC4 block | MrgX1 PAM
Cn1c(CO)cnc1S(=O)(=O)Cc1ccc([N+](=O)[O-])cc1
→ i | i | i | i | i | i | i | i | i | i | i
CC1=C(C(=O)Nc2cc(C(=O)NCCC(C)C)ccc2C)SCCO1
→ i | i | i | i | i | i | i | i | i | i | i
CS(=O)(=O)N(CCc1ccccc1)CC(=O)NCc1ccccn1
→ i | i | i | i | i | i | i | i | i | i | i
Cc1ccc(N2C(=O)C3C(C2=O)C(C(=O)c2ccc(Cl)cc2)N2CCCC32)cc1 (configuration not stated)
→ i | i | i | i | i | i | i | i | i | i | i
Cc1cc(C)cc(NC(=O)CSc2nnc(-c3ccccc3)n2N)c1
→ i | i | i | i | i | i | i | i | i | i | i
CC(C)(C)N(Cc1ccccc1)C(=O)COC(=O)CN1C(=O)C2CC=CCC2C1=O (configuration not stated)
→ i | i | i | i | i | i | i | i | i | i | i
O=C(O)CC(NCc1ccco1)C(=O)OCCc1ccccc1 (configuration not stated)
→ i | i | i | i | i | i | i | i | i | i | i
Cc1c(Br)c(C(N)=O)nn1C
→ i | i | i | i | i | i | i | i | i | nt | i
CC(C)Sc1nc2ccccc2n1CC(=O)O
→ i | i | i | i | i | i | i | i | i | i | i
Cc1nn(Cc2ccccc2Cl)c2sc(C(=O)OC3CCCC3=O)cc12 (configuration not stated)
→ i | i | i | i | i | i | i | i | i | i | i
O=C1N(Cc2cccnc2)C[C@@H]2C[C@@H](c3ccc4nonc4c3)N3CCC[C@@]123
→ i | i | i | i | i | i | i | i | i | i | i
CCN1C=C(C(=O)OC)C(c2cccc(C)c2)C(C(=O)OC)=C1
→ i | i | i | i | i | i | i | i | i | i | i
O=C(NCc1ccco1)c1ccc(COc2cccc3ccccc23)cc1
→ i | i | i | i | i | i | i | i | i | i | i
CC/C(=N/NC(=O)c1ccccc1)c1ccc(OCCN2CCOCC2)cc1
→ i | i | i | i | i | i | i | i | i | i | i
COc1cccc(C(=O)Nc2ccc(NC(=O)C3C4C=CC(C4)C3C(=O)O)cc2)c1 (configuration not stated)
→ i | i | i | i | i | i | i | i | i | i | i
CC(C)(C)C1CCC(OCC(O)CN2CCN(c3ccccn3)CC2)CC1 (configuration not stated)
→ i | i | i | i | i | i | i | i | i | i | i
Cc1cc(C)cc(NC(=O)C2C3C=CC4(O3)C2C(=O)N(CCCN2CCCCC2)C4C(=O)NC2CCCCC2)c1 (configuration not stated)
→ i | i | i | i | i | i | i | i | i | i | i
CCOC(=O)C1=C(C)Nc2ccccc2N=C1NC(=O)CCCN1C(=O)c2ccccc2C1=O
→ i | i | i | i | i | i | i | i | i | i | i
CC(=O)Nc1ccc(OC(=O)Cc2ccc(Cl)cc2)cc1
→ i | i | i | i | i | i | i | i | i | i | i
COc1ccccc1C(=O)NC(=O)CSc1nnc(C)s1
→ i | i | i | i | i | i | i | i | i | i | i
CC1(C)OC(=O)C(=Cc2ccc(-c3ccc(Cl)c(C(=O)O)c3)o2)C(=O)O1
→ i | i | i | i | i | i | i | i | i | i | i
CC(=O)NC1C(=O)N=C(SCC(=O)Nc2c(C)cccc2C)NC1=O (configuration not stated)
→ i | i | i | i | i | i | i | i | i | i | i
CCCC(CCC)=NNC(=O)c1ccccc1F
→ i | i | i | i | i | i | i | i | i | i | i
Cc1oc2nc(SCC(=O)NCCCO)nc(N)c2c1C
→ i | i | i | i | i | i | i | i | i | i | i
O=C(Nc1ccc(F)cc1)C1CC(=O)n2c(nc3ccccc32)N1 (configuration not stated)
→ i | i | i | i | i | i | i | i | i | i | i
Cc1ccc(C(=O)N2CCCC2)cc1S(=O)(=O)N1CCOCC1
→ i | i | i | i | i | i | i | i | i | i | i
CCOc1ccc(-c2nc(CSCC(=O)NCCN3CCOCC3)c(C)o2)cc1
→ i | i | i | i | i | i | i | i | i | i | i
CC1CCN(C2=C(NS(=O)(=O)c3ccc(Cl)cc3)C(=O)c3ccccc3C2=O)CC1
→ i | i | i | -6.5* | i | i | i | i | i | i | i
COc1ccc(/C=C/c2c(-c3ccc(OC)cc3)oc3cccnc23)cc1
→ i | i | i | i | i | i | i | i | i | i | i
O=C(NC(NC(=O)c1ccccc1)c1cccc([N+](=O)[O-])c1)c1ccccc1
→ i | i | i | i | i | i | i | i | i | i | i
COCCCn1c(SCC(=O)N2CC(=O)Nc3ccccc32)nnc1-c1ccoc1C
→ i | i | i | i | i | i | i | i | i | i | i
Cc1ccnc(NC(=O)C2CCN(S(=O)(=O)c3cccc4nonc34)CC2)c1
→ i | i | i | i | i | i | i | i | i | i | i
CCNC(=O)c1c(NC(=O)c2cc(-c3cc(C)ccc3O)n[nH]2)sc2c1CCCC2
→ i | i | i | i | i | i | i | i | i | i | i
O=C(c1cccc(F)c1)N1CCN(c2cccc(Cl)c2)CC1
→ i | i | i | -16* | i | i | i | i | i | i | i
COC(=O)c1ccc(CSc2nnc3ccccn23)o1
→ i | i | i | i | i | i | i | i | i | i | i
Cc1c(Cl)cccc1NC(=O)CC1Oc2ccccc2NC1=O (configuration not stated)
→ i | i | i | i | i | i | i | i | i | i | i
O=C(CCCN1C(=O)/C(=C\c2ccco2)SC1=S)Nc1ccc2ccccc2c1
→ i | i | i | i | i | i | i | i | i | i | i
CCC12C(=O)C(CC)(C(c3ccccc3)=C1c1ccccc1)[C@@H]1C(=O)N(c3ccc(C)cc3)C(=O)C12 (some centres not stated)
→ i | i | i | i | i | i | i | i | i | i | i
Cc1ccc(CNC(=O)Nc2ccccc2)n1C
→ i | i | i | i | i | i | i | i | i | i | i
CS(=O)(=O)N1CCC(C(=O)Nc2ccccc2F)CC1
→ i | i | i | i | i | i | i | i | i | i | i
CCOc1ccc(C(C)=O)cc1CSc1nc2nc(C)cc(C)n2n1
→ i | i | -5.7* | i | i | i | i | i | i | i | i
COc1ccccc1N1CCN(CC(=O)Nc2c(C)n[nH]c2C)CC1
→ i | i | i | i | i | i | i | i | i | i | i
C=CCN(C(=O)CNC(=O)c1cccs1)C(C(=O)NC1CCCCC1)c1cccnc1 (configuration not stated)
→ i | i | i | i | i | i | i | i | i | i | i
Cc1cc(C)cc(N=Cc2c(O)c3ccccc3oc2=O)c1
→ i | i | i | i | i | i | i | i | i | i | i
COc1ccccc1CNC(=O)c1cc(S(=O)(=O)N2CCCCC2)c[nH]1
→ i | i | i | i | i | i | i | i | i | i | i
O=C(CCc1nc2ccccc2c(=O)[nH]1)N1CCN(c2ccc(F)cc2)CC1
→ i | i | i | i | i | i | i | i | i | i | i
CC(=O)c1cccc(N(CC(=O)NC2CCCC2)C(=O)c2csnn2)c1
→ i | i | i | i | i | i | i | i | i | i | i
CCN(CC)C(=O)Cn1nc(-c2ccccc2O)nc1SCC(=O)Nc1ccc(OC)cc1
→ i | i | i | i | i | i | i | i | i | i | i
COc1cccc(CC(=O)OCC(=O)N(C)CC(=O)Nc2ccc(Cl)c(C(F)(F)F)c2)c1
→ i | i | i | i | i | i | i | i | i | i | i
O=C(NCc1ccco1)c1c(F)c(F)c(F)c(C(=O)NCc2ccco2)c1F
→ i | i | i | i | i | i | i | i | i | i | i
N#CCC(=O)Nc1ccc(C(=O)NCc2cccc(Cl)c2)cc1
→ i | i | i | i | i | i | i | i | i | i | i
CC(=O)N/N=C(\C)c1cccc(C(F)(F)F)c1
→ i | i | i | i | i | i | i | i | i | i | i
Cc1cc(NC(=O)c2ccccc2)nc(C)n1
→ i | i | i | i | i | i | i | i | i | i | i
COC(=O)c1c(NC(=O)C2C3CCC(C3)C2C(=O)O)sc2c1CCCCC2 (configuration not stated)
→ i | i | i | i | i | i | i | i | i | i | i
CC(C)OCCCNC(=O)CCC(=O)NNc1nc2ccccc2c2nc(-c3ccccc3)nn12
→ i | i | i | i | i | i | i | i | i | i | i
CCc1cccc2c(/C=N/NC(=O)c3cccc(S(=O)(=O)Nc4ccccc4Cl)c3)c[nH]c12
→ i | i | i | i | i | i | i | i | i | i | i
CCc1ccc(/C=C2/SC(=S)N(CCCC(=O)Nc3ccccc3C(=O)O)C2=O)cc1
→ i | i | i | i | 100* | i | i | i | i | -6* | i
Cc1ccc2[nH]cc(CCNC(=O)c3ccc4c(c3)OCO4)c2c1
→ i | i | i | i | i | i | i | i | i | i | i
COc1ccccc1NC(=O)N1CCCC1C(=O)NC1CCCCC1 (configuration not stated)
→ i | i | i | i | i | i | i | i | i | i | i
Cc1c(O)ccc2c(CC(=O)N[C@@H](Cc3c[nH]c4ccccc34)C(=O)O)cc(=O)oc12
→ i | i | i | i | i | i | i | i | i | i | i

Going on with the list.
Each structure is followed by: TRPC4 PAM | MrgX1 agonist | MrgX1 antagonist | TRPC6 inh | TMEM16A inh | TRPC4 agonist | TMEM16A act | RGS4 block | TRPC6 act | TRPC4 block | MrgX1 PAM
COc1ccc(NC(=O)CN2CCC(n3c(C)nc4cc(F)ccc43)CC2)c(OC)c1
→ i | i | i | i | i | i | i | i | i | i | i
COc1ccc(C(=O)NN2C(=S)N(c3ccc(OC)cc3)C(=O)C2CC(N)=O)cc1 (configuration not stated)
→ i | i | i | i | i | i | i | i | i | i | i
O=S1(=O)[C@H]2C[C@@H]3C=C[C@@]2(CN1Cc1cccc(F)c1)O3
→ i | i | i | i | i | i | i | i | i | i | i
Cc1ccccc1-n1c(=S)[nH]c2nc3c(cc2c1=O)CCCC3
→ i | i | i | i | i | i | i | i | i | i | i
CCOC(=O)C1CCCN(Cc2ccc(O)c(OC)c2)C1 (configuration not stated)
→ i | i | i | i | i | i | i | i | i | i | i
O=C(NCCCc1ccccc1)c1cc([N+](=O)[O-])ccc1Cl
→ i | i | i | i | i | i | i | i | i | i | i
COc1ccc(-c2ccc(/C=C3/C(=N)N4C=CSC4=NC3=O)o2)c([N+](=O)[O-])c1
→ i | i | i | i | i | i | i | i | i | i | i

Source: PubChem BioAssay (Johns Hopkins Ion Channel Center)
